Bioassay records from PubChem.
N-glyco inh: blocks N-linked glycosylation in D54 reporter cells; D54 ERlucT glycosylation luciferase reporter, 24 h; percent of 100 nM tunicamycin response; reporter increase, % at 12.5 µM; actives 0.23% (n = 360,000);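 active = mean luciferase reporter signal, scaled so untreated is 0 and the glycosylation-blocking control 100, at or above a set limit in every replicate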;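 note: luciferase carries N-glycosylation sites so blocking glycosylation raises the light; 0% = median of neutral control wells and 100% = median of 100 nM tunicamycin wells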
CaV13 FRET inh: Disruptors of the CACNA1D IQ motif to Ca2+-dependent inactivation inhibitor domain association, primary screening, Förster resonance energy transfer in intact living …; HEK cells, CFP/YFP FRET ICDI-IQ, plate reader, 10 min; percent FRET-ratio fall versus neutral wells; inhibition, % at 12.3 µM; actives 0.098% (n = 340,000);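 active = mean replicate inhibition of at least 30% and at least 1% of replicates passing that level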;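 note: 0% = median of the neutral control wells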
MC4R antag cAMP: blocks human MC4R cAMP signaling; MC4R-expressing cells, MTII-stimulated cAMP, LANCE TR-FRET; inhibition, % at 6.5 µM; actives 0.48% (n = 360,000);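 active = inhibition above its plate's cutoff, the mean of tested wells on that plate plus 3 SD, cut at about 29% in these data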;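 note: 0% = Melanotan II alone and 100% = Melanotan II plus saturating MCL0020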
Target sequence (P32245 whole entry, looked up): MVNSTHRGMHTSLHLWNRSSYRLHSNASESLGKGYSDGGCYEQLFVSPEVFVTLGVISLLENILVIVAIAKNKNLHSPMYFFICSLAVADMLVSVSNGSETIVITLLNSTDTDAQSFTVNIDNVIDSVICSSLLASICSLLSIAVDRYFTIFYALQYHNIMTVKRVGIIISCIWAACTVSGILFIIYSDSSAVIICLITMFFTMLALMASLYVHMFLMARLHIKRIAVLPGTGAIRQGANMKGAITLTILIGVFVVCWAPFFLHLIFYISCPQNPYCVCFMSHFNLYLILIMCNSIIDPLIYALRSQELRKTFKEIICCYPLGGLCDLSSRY
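Material: human MC4R-expressing U2OS cells. Probe or stimulus: Melanotan II challenge. Dosing: 6.5 µM single dose. Times: 30-min compound, 1-h challenge, 1-h detection, room temperature. Technique: TR-FRET with Eu-cAMP and labeled anti-cAMP, 671 nm. Replication: singlicate.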
H9c2 protect: modulators protecting cardiomyocytes from myocardial damage; actives 0.63% (n = 360,000); H9c2 cardiomyocytes, H2O2 injury protection, ATPLite, 2 h; AID 588492; protection from H2O2 cell death, % at 20 µM;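 active = compounds giving at least 50% protection of heart cells from peroxide-induced death in the single-dose screen, raw or plate-pattern-corrected value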;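 note: 0% = DMSO wells with peroxide and 100% = DMSO wells without peroxide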
ABHD5 PLIN5 PPI: ABHD5-PLIN5 protein interaction inhibition | actives 0.78% (n = 360,000) | AID 602281 | Q00G26+Q8WTS1 | inhibition, % at 4 µM | Split G. princeps luciferase complementation, luminescence, 4 h;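 active = inhibition above the mean inhibition across every tested compound plus 3 SD, cut at about 22% in these data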;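 note: 0% = DMSO only wells and the 100% control is not disclosed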
ABCB6 inh 2: blocks the human ABCB6 transporter | Q9NP58 | K562-ABCB6 porphyrin accumulation, flow cytometry, 1 h; active compounds read low | fluorescence ratio to DMSO, % at 10 µM | actives 0.19% (n = 360,000) | AID 602162;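 active = fluorescence ratio to DMSO below 75%, the collection mean minus 3 SD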;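 note: signal is porphyrin accumulated inside mitochondria; 100% equals median channel fluorescence of DMSO control wells; lower ratio means ABCB6 inhibition with less porphyrin fluorescence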
m5-HT2A agonist: agonists of mouse serotonin 5-HT2A receptor (HTR2A). P35363. CHO-K1 mHTR2A beta-arrestin complementation, luminescence; percent of 30 µM serotonin response. activation, % at 7.6 µM. actives 0.66% (n = 360,000);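 active = activation above a run cutoff, the mean activation of all tested compounds plus 3 SD, cut at about 14% in these data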;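 note: 0% = plate median of compound wells and 100% = 30 µM serotonin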
PDI turbidity: PDI (human) enzyme inhibition; inhibition, % at 10 µM; PDI insulin aggregation turbidity, A650, 90 min; actives 0.052% (n = 350,000); AID 588391;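 active = mean inhibition across replicates of 30% or more, whatever share of single replicates reach that level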;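 note: absorbance from insulin aggregation driven by PDI reduction with DTT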
Target sequence (P07237 whole entry, looked up): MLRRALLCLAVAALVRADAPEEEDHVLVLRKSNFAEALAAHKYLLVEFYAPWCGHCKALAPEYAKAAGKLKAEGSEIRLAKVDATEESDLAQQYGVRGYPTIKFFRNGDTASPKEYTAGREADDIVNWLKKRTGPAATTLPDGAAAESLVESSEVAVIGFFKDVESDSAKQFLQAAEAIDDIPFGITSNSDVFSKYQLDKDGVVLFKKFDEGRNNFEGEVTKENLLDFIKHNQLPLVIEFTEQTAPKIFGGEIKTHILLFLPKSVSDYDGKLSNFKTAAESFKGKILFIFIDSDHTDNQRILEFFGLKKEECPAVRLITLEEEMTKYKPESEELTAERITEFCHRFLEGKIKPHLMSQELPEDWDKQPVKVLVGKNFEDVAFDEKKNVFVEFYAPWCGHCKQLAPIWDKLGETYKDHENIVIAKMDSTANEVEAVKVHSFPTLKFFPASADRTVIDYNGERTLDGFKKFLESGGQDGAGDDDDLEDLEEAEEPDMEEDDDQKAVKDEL
MC4R ag barr: human MC4R agonism via beta-arrestin. activation, % at 8.9 µM. actives 0.98% (n = 360,000). U2OS MC4R beta-arrestin complementation, luminescence; percent of melanotan II response, DMSO zero;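 active = activation above a per-plate cutoff, the mean activation of sample wells on that plate plus 3 SD, cut at about 8% in these data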
Granule exo inh: blocks lytic granule exocytosis; TALL-104 LAMP-1 surface exposure, flow cytometry; cells stimulated with thapsigargin and PMA; inhibition, % at 10 µM; actives 0.66% (n = 360,000);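 active = inhibition above about 55%, limit read from the data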
Active calls of the source: *; / = not tested or not shown.

mol	m5-HT2A agonist	MC4R ag barr	PDI turbidity	ABHD5 PLIN5 PPI	H9c2 protect	CaV13 FRET inh	N-glyco inh	MC4R antag cAMP	ABCB6 inh 2	Granule exo inh
N#Cc1ccsc1NC(=O)CCc1ccccc1	3	-1.6	-2	1	-3	-6	8	-10	97	0
C[C@H](CO)N1C[C@H](C)[C@H](CN(C)C(=O)Nc2ccc(C(F)(F)F)cc2)Oc2c(NC(=O)c3ccncc3)cccc2C1=O	-1	0.9	-1	-10	8	-5	4	13	91	-3
Cc1nn(-c2ccccc2)c(NC(=O)c2cccs2)c(-c2ccc(Cl)cc2)c1=O	2	-1.1	0	5	5	-5	-1	-2	90	0
CCOc1ccc(N(CC(=O)Nc2ccccc2OC)S(=O)(=O)c2ccccc2)cc1	-7	-2.8	13	-4	-2	-4	12	-21	101	65*
Cc1cccc(C)c1OCC(O)CN (centres undefined)	9	0.1	4	4	8	/	1	2	93	-2
CN1CCN(C(=O)C2=C[C@H](c3ccccc3)C[C@H](OCc3ccc(CO)cc3)O2)CC1	-7	-1.0	-4	9	7	-11	1	14	95	27
Cc1cc(=O)[nH]c(-c2ccc(Cl)cc2)n1	2	0.3	2	-4	-12	-21	1	5	100	-2
Cc1nc(-c2cccc(NC(=O)c3cc4cc(Br)ccc4oc3=O)c2)cs1	3	6.5	20	3	3	/	2	6	93	-4
CN(CCC1CCOCC1)C(=O)CC1C(=O)NCCN1Cc1cccc(F)c1 (centres undefined)	2	-1.0	8	-1	13	-2	1	9	100	4
COc1ccc(N2C(=S)NC3c4cc(Cl)ccc4OC2(C)C3C(=O)N(C)C)cc1 (centres undefined)	-1	-2.0	-2	2	28	-2	8	-1	90	1
O=C(COC(=O)CCNS(=O)(=O)c1cccc(C(F)(F)F)c1)NC(=O)NC1CCCCC1	2	-0.6	11	-6	-15	-4	0	0	97	0
Cc1nc2cc(-c3ccc(F)cc3)[nH]n2c(=O)c1C	-2	0.3	3	2	6	-4	-3	-2	103	-4
CCCc1cc(=O)oc2cc(C)cc(OCC(=O)NCc3ccncc3)c12	3	-1.1	-2	1	6	-16	3	0	100	0
CC(OC(=O)CCC1CCCC1)C(=O)Nc1ccccc1[N+](=O)[O-] (centres undefined)	1	0.2	-3	7	-4	-1	0	8	100	-1
C/C(=N\N1CCN(C2c3ccccc3-c3ccccc32)CC1)c1ccco1	-2	1.1	-3	-17	-3	-4	1	0	95	1
COCCN1Cc2cccc(C(=O)Nc3cccc(OC)c3)c2C1=O	0	-0.5	3	5	3	/	0	6	93	-1
COc1cccc(CN(C)C(=O)c2ccc(NS(=O)(=O)c3ccc(F)cc3)cc2)c1OC	-4	1.1	-2	-14	-1	-16	-1	7	100	-1
CCOC(=O)c1c(C)n(C)c2c1cc(OC(C)=O)c1ccccc12	-4	-0.9	5	-4	-3	-1	0	2	93	-2
Cc1ccsc1C(=O)N1CCCC(N2CCN(c3cccc(Cl)c3)CC2)C1 (centres undefined)	2	1.1	7	-4	2	-3	1	7	101	-1
Cc1ccc(/C(=N\S(=O)(=O)c2ccc(Br)cc2)Nc2ccccc2C)cc1	15*	0.1	-4	10	-13	-4	-8	1	94	43
CCN(CC)S(=O)(=O)c1ccc(NS(=O)(=O)c2cccc(C)c2)cc1	-5	0.6	-2	0	0	-4	0	0	98	3
COC(=O)c1sccc1NC(=O)/C=C/c1ccc(Cl)cc1Cl	3	3.5	0	18	-4	-6	-2	-3	101	-4
CSc1nc2ccccc2n1Cc1c(Cl)cccc1Cl	6	2.6	0	-4	-20	-5	0	2	94	-1
COc1ccc(N2CCN(Cc3nc(Cc4cccc(F)c4)no3)C(C)C2)cc1 (centres undefined)	2	-0.6	4	-2	-10	9	1	4	90	-1
O=C(CNS(=O)(=O)c1ccc(Br)s1)N1CCN(c2ncccn2)CC1	-1	1.1	-7	7	-9	-3	1	-1	100	-1
CCOc1ccc(S(=O)(=O)N2CCOCC2)cc1NC(=O)CN1C(=O)NC(CC)(c2ccccc2)C1=O (centres undefined)	-2	-2.7	-6	-2	13	-3	0	0	92	1
CC(=O)c1ccc(NC(=O)CCc2nnc3ccc(N4CCC5(CC4)OCCO5)nn23)cc1	7	0.3	-1	8	0	-3	3	6	97	0
c1cc(CNc2ccc3c(c2)OCCO3)ccn1	3	-1.7	-5	10	-12	/	-14	1	93	-2
CCOc1ccccc1CN1CCN(C2CCN(c3ccccc3F)CC2)CC1CCO (centres undefined)	-6	-1.9	9	3	3	0	-2	6	95	13
Cc1ccn2c(c1)nc(=O)c1cc(S(=O)(=O)N3CCOCC3)ccc12	2	-1.9	7	-3	3	-16	0	5	94	1
C#CCNc1cc(C)nc2ncnn12	2	-1.1	10	1	10	-6	2	-3	103	-1
CCOC(=O)c1cccc(C2=CC(=O)C[C@H](c3ccc(OC)cc3)C2)c1	-2	1.0	3	-3	4	/	1	6	96	1
Cc1nn(Cc2noc(C(=O)NC3CCC(C)CC3)n2)c(C)c1Br (centres undefined)	-1	-1.1	-1	-7	-15	-3	-1	8	93	-1
CCC1CCC/C1=N\NC(=O)c1ccccc1Cl (centres undefined)	3	1.3	-3	-2	5	-20	1	14	97	1
COc1ccc(N2CCN(C(=O)CCCNC(=O)Cn3cnc4sc(C)c(C)c4c3=O)CC2)cc1	-3	-2.0	-3	6	1	-3	0	9	167	-10
CCS(=O)(=O)CCSC(=N)N	6	-0.1	10	-1	6	-8	4	4	92	9
CCOC(=O)c1cccc(NC(=O)C2CCCN(S(=O)(=O)c3c(C)n[nH]c3C)C2)c1 (centres undefined)	0	-0.9	-3	4	2	/	-2	10	102	-4
CN(Cc1ccccc1)C(=O)c1csc([C@@H]2O[C@H](CO)[C@@H](O)[C@H]2O)n1	8	-1.2	-8	4	1	-8	2	-6	101	-7
C[C@H]1COC(=O)[C@H](CC(=O)OC(C)(C)C)C/C=C\C[C@@H](CC(=O)N(CCO)Cc2ccccc2)C(=O)N1	4	-0.8	-5	-6	4	-5	2	-1	97	-10
Cc1c(NC(=O)COC(=O)Cc2ccc(Br)cc2)c(=O)n(-c2ccccc2)n1C	3	-1.1	-16	-3	2	-2	3	0	90	-6
CC(=O)Nc1ccc(C(=O)COC(=O)CCN2C(=O)C3CC=CCC3C2=O)cc1 (centres undefined)	-1	-2.7	-1	-1	7	/	1	15	97	1
CCOc1c(S(=O)(=O)NC2CC(C)(C)NC(C)(C)C2)ccc(Cl)c1Cl	-1	-1.4	-1	3	17	1	2	3	90	-2
CC(C)(C)c1ccc(/C=C/C(=O)N2CCN(c3ncccn3)CC2)cc1	-1	0.1	-6	-1	-10	-2	5	-2	101	-1
COc1ccc(NC(=O)c2ccco2)cc1NC(=O)c1cc2ccccc2o1	-2	-0.2	-9	-3	46	-5	-4	2	92	-2
Cc1c(C(=O)O)cccc1-n1c(C)cc(/C=N/NC(=O)c2cc3ccccc3o2)c1C	0	-1.5	-1	-1	5	-4	-2	16	105	1
COc1ccc(C(=O)Nc2sc(C)c(-c3ccccc3)c2C#N)cc1OC	-8	-1.6	6	-12	25	-3	-1	7	100	-2
COc1ccc(N(CC(=O)Nc2ccccc2F)S(=O)(=O)c2ccc(C)c([N+](=O)[O-])c2)cc1	-5	0.7	-4	-6	-8	-6	-3	6	98	-2
COC(=O)Cc1c(C)c2ccc(OCC(=O)NCc3ccc4c(c3)OCO4)cc2oc1=O	4	-0.2	3	1	-3	-5	1	0	101	0
CC(C)(C)OC(=O)CC[C@@H](C(=O)N1CCN(C(=O)OC(C)(C)C)CC1)n1cc(C(Cc2ccc(O)cc2)NC(=O)OC(C)(C)C)nn1 (some centres undefined)	-1	0.1	4	-2	19	-10	1	15	96	4
CCn1c(SCC(=O)Nc2nnc(C)s2)nnc1-c1ccco1	-1	0.5	6	-3	6	-7	1	15	102	1
CCOC(=O)c1c(NC(=O)COC(=O)/C=C/c2ccccc2)sc(C(=O)NC)c1C	-4	-5.7	-8	-6	-3	-6	0	0	96	-3
C=CCc1cccc(C=Nc2ccc(Br)cc2)c1O	2	-0.2	3	0	4	-5	0	0	99	0
N#Cc1c(Sc2ncc(C(F)(F)F)cc2Cl)nsc1C/C=N\OCc1c(F)cccc1Cl	-2	0.0	-12	-5	-9	/	1	10	101	1
Cn1cnc([N+](=O)[O-])c1Oc1ccc2ccccc2c1	-1	1.8	-3	21	-1	-5	47*	-3	101	-1
COc1ccc(C(=O)C(C)OC(=O)c2cccc(S(=O)(=O)Nc3c(C)n(C)n(-c4ccccc4)c3=O)c2)cc1 (centres undefined)	5	0.3	-1	-8	-2	-11	0	10	103	0
O=C(Cc1cccs1)N(Cc1cccs1)C1(C(=O)NC2CCCCC2)CCCCC1	1	-1.1	-24	-1	-1	-3	-7	-1	90	-1
CN(CCO)c1nc2c(c(=O)n(Cc3ccc(Cl)cc3)c(=O)n2C)n1C	-1	-3.0	-2	-2	39	-18	0	-20	99	1
Cc1ccc(N(C(=O)Cn2nnc3ccccc32)C(C(=O)NC2CCCCC2)c2cn(C)nc2C)cc1 (centres undefined)	-1	-2.0	-3	-4	1	-9	-1	9	100	-1
CC(C)(c1ccccc1)c1ccc(OCC(O)CNC2CCN(Cc3ccccc3)CC2)cc1 (centres undefined)	-2	25*	9	4	-26	-19	-5	7	105	62*
Cc1cc(=O)oc2cc(OCc3ccc(C(=O)OCC(=O)NC4CCS(=O)(=O)C4)cc3)ccc12 (centres undefined)	-2	1.2	-3	-1	6	-6	1	-5	93	-3

2 compounds from above, limited to Granule exo inh.
| canonical_smiles | Granule exo inh |
| --- | --- |
| Cc1ccc(N(C(=O)Cn2nnc3ccccc32)C(C(=O)NC2CCCCC2)c2cn(C)nc2C)cc1 (centres undefined) | -1 |
| CC(C)(c1ccccc1)c1ccc(OCC(O)CNC2CCN(Cc3ccccc3)CC2)cc1 (centres undefined) | 62* |

(further entries)
mol	m5-HT2A agonist	MC4R ag barr	PDI turbidity	ABHD5 PLIN5 PPI	H9c2 protect	CaV13 FRET inh	N-glyco inh	MC4R antag cAMP	ABCB6 inh 2	Granule exo inh
O=S(=O)(Nc1ccc(-n2cnnn2)cc1)c1cccc(F)c1	2	-4.0	-7	-2	-4	-7	0	14	99	2
Cc1ccc(C2N(c3ccc(F)cc3)C(=O)C3CCCN32)cc1 (centres undefined)	-3	-0.9	/	4	-9	-11	-2	8	104	2
CCN(CC)S(=O)(=O)N1CCC(C(=O)NCc2ccco2)CC1	-13	-3.6	-3	0	5	-4	2	22	104	-6
CC(C)=NNc1nc(-c2ccc(N3C(=O)CCC3=O)cc2)cs1	1	-2.8	8	-8	29	1	0	-6	89	-3
